CIT2 TOR yeast – modulators of CIT2-GFP expression in yeast, primary screen, S. cerevisiae, GFP fusion, multiplex flow cytometry, MLPCN library. S. cerevisiae CIT2-GFP strain, 3 h; 100 means same as DMSO wells. GFP response vs DMSO, % at 10 µM. 320,000 compounds, 0.065% hits;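 active = GFP response relative to DMSO above a set limit, near the screen mean plus 3 SD, cut at about 150% in these data; inconclusive = Fewer than 70 cells measured for a yeast strain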;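 also: ratio of well median GFP fluorescence to mean of DMSO wells on the plate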
MEP2 TOR yeast – modulators of MEP2-GFP levels in yeast, primary screen, S. cerevisiae, multiplex flow cytometry, MLPCN library; S. cerevisiae MEP2-GFP strain, 3 h; 100% = DMSO control level; GFP response vs DMSO, % at 10 µM; 330,000 compounds, 0.51% hits; AID 2016, 2009;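 active = GFP response versus DMSO above a set limit, roughly screen mean plus 3 SD, cut at about 180% in these data; inconclusive = fewer than 70 cells counted for a yeast strain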;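 also: median GFP fluorescence of the barcode-gated MEP2-GFP cells per well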
Efflux pump mplx – inhibitors of Candida efflux pumps in yeast, primary screen, S. cerevisiae, Nile Red, multiplex. S. cerevisiae Candida pump triplex. inhibition, % at 10 µM. 330,000 compounds, 0.44% hits;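 active = plate passing quality check with inhibition over a set limit, or well fluorescence over plate mean plus 4 SD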;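 also: Nile Red retained in pooled yeast measured as flow cytometry median fluorescence; 0% = buffer negative control and 100% = Enniatin B positive control; higher means more Nile Red kept so more efflux inhibition; some compounds called inactive have numbers as strong as hits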
Yeast superoxide – reduction of superoxide in aged yeast, primary screen, HTS. S. cerevisiae aged cells, superoxide DHE fluorescence; stronger effect = lower value. superoxide response (% of plate mean), % at 10 µM. 330,000 compounds, 0.18% hits. AID 2690, 2010;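 active = superoxide response under a set limit, about three screen SD below normal, cut at about 65% in these data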;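 also: yeast aged for seven days with compound at 30 °C before DHE staining; 100% = average MFI of all compound-treated wells on the plate with controls excluded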
RPL19A-GFP yeast – RPL19A-GFP expression modulators in yeast, primary screen, cell-based, S. cerevisiae, multiplex flow cytometry, MLPCN; percent response vs DMSO, % at 10 µM; 330,000 compounds, 0.3% hits; AID 2025, 2009; S. cerevisiae RPL19A-GFP strain, 3 h; stronger effect = lower value;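 active = percent response vs DMSO below 50%; inconclusive = fewer than 70 events counted for the yeast strain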;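 also: median channel GFP fluorescence of the barcoded RPL19A-GFP strain; ratio of sample median GFP to plate DMSO average so 100% = DMSO; lower means less RPL19A-GFP as with rapamycin TOR inhibition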
AHR activator – AHR activators, primary screen, cell-based, luminescence, luciferase reporter, human; activation, % at 5 µM; AHR-responsive luciferase reporter cells; 320,000 compounds, 2.5% hits; AID 2796, 2010; Aryl hydrocarbon receptor (Homo sapiens), P35869; in the data active = activation above about 47%;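 also: 0% = vehicle wells and 100% = reference agonist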
Target sequence (P35869 whole entry, looked up): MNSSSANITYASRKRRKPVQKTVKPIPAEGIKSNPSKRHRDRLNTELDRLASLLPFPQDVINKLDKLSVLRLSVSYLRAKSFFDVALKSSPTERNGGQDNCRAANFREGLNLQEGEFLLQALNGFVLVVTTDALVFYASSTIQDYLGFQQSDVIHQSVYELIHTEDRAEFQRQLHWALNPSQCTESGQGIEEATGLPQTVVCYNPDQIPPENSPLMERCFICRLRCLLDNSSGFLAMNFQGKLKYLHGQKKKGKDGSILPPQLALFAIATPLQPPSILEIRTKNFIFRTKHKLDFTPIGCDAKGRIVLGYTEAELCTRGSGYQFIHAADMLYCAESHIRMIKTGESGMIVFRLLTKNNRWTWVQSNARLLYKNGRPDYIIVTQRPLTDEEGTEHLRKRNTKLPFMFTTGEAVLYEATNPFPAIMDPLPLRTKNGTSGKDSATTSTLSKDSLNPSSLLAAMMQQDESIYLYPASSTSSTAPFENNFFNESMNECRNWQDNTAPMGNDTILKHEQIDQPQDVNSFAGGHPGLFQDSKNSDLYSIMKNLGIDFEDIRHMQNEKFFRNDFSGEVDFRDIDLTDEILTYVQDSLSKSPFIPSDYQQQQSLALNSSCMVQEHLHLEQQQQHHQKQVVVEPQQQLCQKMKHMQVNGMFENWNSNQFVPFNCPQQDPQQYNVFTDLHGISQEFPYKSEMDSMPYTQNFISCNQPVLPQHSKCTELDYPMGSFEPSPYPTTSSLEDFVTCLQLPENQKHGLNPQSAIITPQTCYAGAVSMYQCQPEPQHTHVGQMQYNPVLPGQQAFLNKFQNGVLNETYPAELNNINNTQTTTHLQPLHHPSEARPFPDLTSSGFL
AGP1 TOR yeast – modulators of AGP1-GFP expression in yeast TOR pathway, primary screen, cell-based, multiplex flow cytometry, S. cerevisiae, MLPCN library; 3 h; GFP as percent of DMSO wells; GFP response vs DMSO, % at 10 µM; 320,000 compounds, 0.02% hits; AID 2066, 2009;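 active = GFP response relative to DMSO above a set limit, near screen average plus 3 SD, cut at about 150% in these data; inconclusive = fewer than 70 cells counted for the yeast strain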;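 also: median GFP channel fluorescence of the gated AGP1 strain per well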
LAP4-GFP MLPCN – modulators of LAP4-GFP expression in yeast, primary screen, S. cerevisiae, multiplex flow cytometry, MLPCN library. GFP response vs DMSO, % at 10 µM. AID 2023, 2009. 3 h; median GFP as percent of DMSO wells. 320,000 compounds, 0.34% hits;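 active = GFP response vs DMSO above a set limit, about the screen mean plus 3 SD, cut at about 150% in these data; inconclusive = under 70 cell events counted for the yeast strain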
* hit, by the source's call; u = inconclusive; x = not tested or not shown; [ ] = another dose, or the depositor's remark. Compounds were not picked by outcome; overall some 3.9% were active at least once.

SMILES	CIT2 TOR yeast	MEP2 TOR yeast	Efflux pump mplx	Yeast superoxide	RPL19A-GFP yeast	AHR activator	AGP1 TOR yeast	LAP4-GFP MLPCN
CCN1C(=O)c2cccc3c(Cl)ccc1c23	90	113	0.1	92	103	2	104	114
COC(=O)C1=C(C)N(Cc2ccccc2)C(=NCCCCO)N[C@H]1CCc1ccccc1	69	95	0.1	100	98	-2	81	107
COc1ccc(S(=O)(=O)N(C)CC(=O)Nc2cccc(C(C)=O)c2)cc1Cl	97	97	0.0	81	97	-2	100	104
CCc1ccc(C(=O)NNC(=O)CCC2CCCCC2)cc1	96	102	0.0	99	98	0	94	89
Cc1cc(NC(=O)CN2C(=O)NC3(CCC(C)CC3)C2=O)no1 (configuration not stated)	95	107	-0.1	81	103	8	104	109
COc1ccc(NC(=S)NC(C)Cc2cccs2)cc1 (configuration not stated)	100	107	0.1	92	100	-1	98	100
C/C(=N\Nc1nc2ccccc2s1)c1ccc(Br)s1	104	106	0.2	100	104	54*	96	95
Cc1ccc(C2=NN(C3=NN=C(N)Cc4ncnn43)C(O)(C(F)(F)F)C2)cc1 (configuration not stated)	95	101	0.1	112	101	7	97	98
CCOc1ccccc1NC(=O)CSc1nnc2ccc(-c3ccccn3)nn12	96	96	0.0	100	95	16	101	103
CCOC(=O)N1CCN(Cc2nc(-c3ccc(OC)cc3)no2)CC1	100	106	0.2	94	98	0	109	115
Cc1nc(-c2ccccc2)sc1C(=O)/C=C/c1ccc(Cl)cc1	99	98	-0.2	91	98	4	103	85
CCC(O)(CCN1CCCCC1)c1ccccc1 (configuration not stated)	101	97	0.0	92	93	1	99	97
CN1CC2(C(=O)c3ccccc3)CN(C)CC(C(=O)c3ccccc3)(C1)C2	114	106	0.0	101	111	0	110	100
COc1cc(NS(=O)(=O)c2ccc(C)cc2)ccc1-n1cnnn1	97	100	-0.1	96	92	2	97	99
c1ccc2c(c1)SCc1nnc(-c3ccncc3)n1-2	x	107	0.1	95	106	2	x	x
CCc1ccccc1NC(=S)N1CCC(NC(=O)c2ccc(OC)cc2)CC1	100	99	-0.2	95	101	-1	103	95
CC(=NNC(=O)CSc1nc2ccccc2o1)c1ccco1	96	110	0.1	123	95	8	97	103
C=CCNC(=S)NC(=O)c1oc2ccccc2c1C	101	99	0.2	110	100	66*	98	99
CCCc1c(C(=O)NNc2cccc(Cl)c2)cnn1-c1ccccc1	99	89	0.1	84	96	-3	100	102
O=C(NCc1cn2ccccc2n1)c1ccco1	98	94	-0.1	98	96	6	93	92
COCCNC(=O)/C(C#N)=C\c1ccc(CNC(=O)C(=O)Nc2ccc(C)c(C)c2)o1	105	107	0.0	104	106	0	103	102
CCN1CCN(C(c2ccc(OC)cc2)C(O)C(=O)c2c[nH]c3ccccc23)CC1 (configuration not stated)	100	98	-0.1	95	96	9	101	103
CCN1C(=O)/C(=C2/C=Cc3ccccc3N2C)OC1=S	93	99	-0.1	102	102	-1	102	109
C#CCOc1coc(COC(=O)c2ccccc2)cc1=O	116	105	-0.1	98	105	-1	115	95
C=CCN1C(=O)c2ccc(C(=O)N3CCN(S(=O)(=O)c4ccccc4Br)CC3)cc2C1=O	102	107	-0.1	105	107	-1	121	115
CCCCNC(=O)C1C2C=CC3(CN(Cc4ccccc4Cl)C(=O)C13)O2 (configuration not stated)	103	112	0.0	105	103	-2	107	109
CC1CN(c2ccc([N+](=O)[O-])cc2Cl)CCN1S(C)(=O)=O (configuration not stated)	102	105	-0.2	95	103	0	109	97
COc1ccc(O)c(/C=N/NS(=O)(=O)c2ccc(C)cc2)c1	96	99	-0.1	105	106	-1	96	79
O=[N+]([O-])c1cc2c(c(CSc3ncccn3)c1)OCOC2	103	106	0.1	100	103	6	94	110
CN(CC(=O)NCc1ccncc1)S(=O)(=O)c1cc(Cl)ccc1Cl	99	95	0.1	116	99	2	96	93
Cc1c(NC(=O)C23CC4CC(CC(C)(C4)C2)C3)c(=O)n(-c2ccccc2)n1C	90	99	0.0	96	97	0	94	96
O=C(COc1ccc(Cl)cc1)NNC(=O)c1cccnc1	97	107	-0.3	95	97	5	99	110
CC(C)C(NC(=O)CCNC(=O)c1ccc(C(C)(C)C)cc1)c1nc2ccccc2[nH]1 (configuration not stated)	95	98	0.6	111	95	0	91	103
O=C(O)CCSc1ncnc2sc(-c3ccccc3)cc12	73	95	-0.1	111	88	-12	81	141
CCN(CC)CCCN1C(=O)C(O)=C(C(=O)c2ccc(C)o2)C1c1ccc(C)o1 (configuration not stated)	100	95	0.4	102	102	0	98	99
O=S(=O)(CCN1C=CC(C(F)(F)F)=NCC1)c1ccc(Cl)cc1Cl	103	97	-0.1	89	99	1	102	101
O=C(CCc1nnc(C2CCCCC2)o1)NCCCOc1cccnc1	101	104	0.1	92	104	-1	100	101
COc1cccc2c(O)c(-c3ccccc3)c(=O)[nH]c12	92	89	0.1	97	91	-2	91	105
COc1ccccc1-c1nnc(SCC(=O)N2CC(C)CC(C)C2)o1 (configuration not stated)	101	129	0.3	102	97	29	101	112
CCOc1ccc(N2CC(C(=O)OCC(=O)c3ccc(OC)cc3)CC2=O)cc1 (configuration not stated)	109	99	-0.1	93	100	-3	103	103
CN1C(=O)c2ccccc2C(C(=O)NCC2CCCO2)C1c1c[nH]c2ccccc12 (configuration not stated)	93	100	0.0	100	100	12	103	98
COc1ccccc1-c1noc2ncnc(Nc3ccc4c(c3)OCO4)c12	76	96	-0.1	97	102	21	90	106
CCC1=NN(C(=O)c2cccc(Br)c2)C(O)(c2ccc(Br)cc2)C1 (configuration not stated)	108	117	-0.1	99	122	9	103	100
O=C(CNc1ccccc1)N/N=C/c1c[nH]c2ccccc12	118	117	0.0	105	118	50*	119	99
Cc1ccccc1N(CC(=O)NCCc1ccccc1)C(=O)CCC(=O)Nc1ccccn1	112	110	-0.1	95	105	3	107	100

Structures shown so far with a nitro group on carbon:
SMILES	CIT2 TOR yeast	MEP2 TOR yeast	Efflux pump mplx	Yeast superoxide	RPL19A-GFP yeast	AHR activator	AGP1 TOR yeast	LAP4-GFP MLPCN
CC1CN(c2ccc([N+](=O)[O-])cc2Cl)CCN1S(C)(=O)=O (configuration not stated)	102	105	-0.2	95	103	0	109	97
O=[N+]([O-])c1cc2c(c(CSc3ncccn3)c1)OCOC2	103	106	0.1	100	103	6	94	110

Structures above that have fluorine, in the order listed:
SMILES	CIT2 TOR yeast	MEP2 TOR yeast	Efflux pump mplx	Yeast superoxide	RPL19A-GFP yeast	AHR activator	AGP1 TOR yeast	LAP4-GFP MLPCN
Cc1ccc(C2=NN(C3=NN=C(N)Cc4ncnn43)C(O)(C(F)(F)F)C2)cc1 (configuration not stated)	95	101	0.1	112	101	7	97	98
O=S(=O)(CCN1C=CC(C(F)(F)F)=NCC1)c1ccc(Cl)cc1Cl	103	97	-0.1	89	99	1	102	101

(cont.)
SMILES	CIT2 TOR yeast	MEP2 TOR yeast	Efflux pump mplx	Yeast superoxide	RPL19A-GFP yeast	AHR activator	AGP1 TOR yeast	LAP4-GFP MLPCN
CCN(CC)C(=O)c1[nH]cnc1C(=O)NC1CCN(C(=O)OC(C)(C)C)CC1	91	93	0.5	113	101	0	98	107
O=c1[nH]c2ccccc2n2cnnc12	96	103	0.1	101	95	3	103	109
CCc1ccc2c(c1)C(O)(CC(=O)c1cccs1)C(=O)N2 (configuration not stated)	103	103	0.2	114	96	2	112	99
CC(=O)NCC(=O)NC(Cc1ccccc1)C(N)=O (configuration not stated)	107	114	-0.2	104	96	-2	101	103
CCOc1ccccc1Nc1ncnc2c1cnn2-c1ccccc1	88	102	0.4	96	100	24	92	118
CCCCN(CC)C(=O)c1ccc2c(c1)OCO2	92	91	0.2	89	97	3	96	94
CSc1nc2ccc(S(=O)(=O)N3CCCCC3)cc2s1	84	100	-0.2	79	92	-1	97	117
COc1ccc(S(=O)(=O)NCC2CCCN(Cc3cn(C)nc3C)C2)cc1 (configuration not stated)	99	103	0.6	102	108	7	103	92
O=C(Cc1ccc(Br)cc1)N1CCN(c2ccc(F)cc2)CC1	80	95	-0.1	105	99	-2	93	107
O=C(O)c1ccc(N2C(=O)CC(N3CCN(c4cccc(C(F)(F)F)c4)CC3)C2=O)cc1 (configuration not stated)	u	603*[may fluoresce violet]	0.0	102	39*[may fluoresce violet]	5	u	90[may fluoresce violet]
O=C(NC1CCCc2ccccc21)c1cccc(S(=O)(=O)N2CCN(c3ccccc3)CC2)c1 (configuration not stated)	95	103	1.9*	99	102	11	100	105
Cc1ccccc1C(=O)NC1CCN(CC(=O)NCc2ccccc2)CC1	101	97	0.0	91	96	-1	97	90
CCCCN(C)C(=O)c1nc2ccccn2c1CN1CCC[C@H]1CO	104	100	-0.2	89	97	0	98	88
CCN(CC)CCCN1C=C2C(=O)C(C)(OC(=O)CCC(=O)OC)C(=O)C=C2C=C1C1CC1 (configuration not stated)	99	96	-0.2	100	97	0	97	91
NC(=O)C1=C[C@H](c2ccc(C(F)(F)F)cc2)C[C@H](OCc2ccc(CO)cc2)O1	99	104	-0.1	112	104	0	111	103
C[n+]1cc(-c2ccccc2)oc1-c1ccccc1	92	97	-0.3	96	93	1	92	90
COC(=O)c1nc2n(n1)C(c1cc(OC)ccc1OC)C(C(=O)OC1CCCCC1)=C(C)N2 (configuration not stated)	73	94	0.4	102	90	7	86	81
CNC(=S)N1N=C(c2ccc(C)cc2)CC1c1ccc(N(C)C)cc1 (configuration not stated)	95	100	0.1	91	96	5	104	126
CCOc1ccc(CNS(=O)(=O)c2c(C)nc3sccn3c2=O)cc1OC	106	96	-0.2	94	97	5	103	94
CNC(=O)N(O)C1N(/N=C/c2ccccc2OC)C(=S)SC1(C)C (configuration not stated)	107	105	-0.2	82	104	3	101	97
CCO/C=C1\N=C(c2ccc(F)cc2)OC1=O	98	95	-0.1	100	102	-1	103	91
Cc1sc2nc(C3CC3)nc(N3CCN(C(=O)c4ccc(F)cc4)CC3)c2c1C	100	96	0.0	94	99	3	99	95
Cc1onc(-c2ccccc2Cl)c1C(=O)Nc1c(C)n(C)n(-c2ccccc2)c1=O	108	107	0.0	99	101	-1	109	106
COc1ccc2c(COC(=O)[C@H](C)NS(=O)(=O)c3ccccc3F)cc(=O)oc2c1	90	101	0.0	127	92	-2	99	107
COc1ccccc1NC(=O)COC(=O)c1[nH]c(=O)[nH]c(=O)c1N	88	91	0.1	84	94	3	92	88
COc1ccc(-n2c3c(cc(C(=O)NNc4ccccc4)c2=O)C(=O)CC(C)(C)C3)cc1	108	99	0.1	102	94	0	99	99
Cc1cc(C)nc(SCC(=O)OCN2C(=O)c3ccccc3C2=O)n1	105	102	0.0	105	106	3	108	105
COCCn1c(NC(=S)NC(=O)C23CC4CC(CC(C4)C2)C3)cc(=O)[nH]c1=O	101	100	0.5	101	100	-3	105	86
Cn1c(N=NC(=O)c2ccccc2)c(O)c2ccccc21	95	102	0.0	139	100	96*	89	104
O=S(=O)(NCCCCCNS(=O)(=O)c1ccc(F)cc1)c1ccc(F)cc1	97	100	0.0	101	102	5	105	110
Cc1csc(NC(=O)c2ccc(C)c(S(=O)(=O)N3CCOCC3)c2)n1	86	94	-0.1	102	96	9	91	84
O=S(=O)(NC1C2CC3CC(C2)CC1C3)c1ccccc1 (configuration not stated)	78	92	0.0	91	90	-2	80	104
CC1CCN(C(=O)Cn2c3ccccc3c3nc4n(c(=O)c32)CCS4)CC1	102	100	0.2	104	101	4	100	99
